High-throughput results deposited in PubChem by Southern Research Specialized Biocontainment Screening Center.
H37Rv inhibition = M. tuberculosis growth inhibition, HTS (AID 449762). M. tuberculosis H37Rv growth inhibition, 7H9 media; higher % means a stronger effect. inhibition, % at 25 µM; hits with a dose series show IC50 in µM. actives 0.59% (n = 330,000); in the data active means a potency from the dose series; inconclusive means inhibition above about 70% without an active follow-up result;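 further: bacterial growth assessed after seven days of incubation; strong numbers were not always called active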
influenza NS1A = H1N1 influenza NS1A inhibitors, functional cell based assay (AID 504329). NS1A functional cell-based assay, percent inhibition; higher % means a stronger effect. inhibition, % at 12.5 µM, or IC50 in µM where a hit was titrated. actives 0.3% (n = 340,000); in the data active means a potency from the dose series; inconclusive means inhibition above about 27% without an active follow-up result; further: strong numbers were not always called active
VEEV TC-83 Vero = inhibitors of VEEV TC-83 cytopathic effect, confirmation, Vero cells (AID 588727); Vero cells, VEEV TC-83 cytopathic effect inhibition; higher % means a stronger effect; one-dose inhibition, % at 20 µM; IC50 in µM for titrated hits; actives 0.13% (n = 350,000); in the data active means a potency from the dose series; inconclusive means inhibition mostly from about 14% at the one dose, without a potency; inactive means the rest, 99 in 100 with inhibition below about 12%; further: strong numbers were not always called active
Salmonella PhoP GFP = PhoP regulon inhibitors, Salmonella typhi PhoP promoter GFP reporter, confirmatory (AID 1850); Salmonella Typhi PhoP-promoter GFP reporter, fluorescence, 4 h; higher % means a stronger effect; inhibition, % at 50 µM; hits with a dose series show IC50 in µM; actives 0.33% (n = 310,000); in the data active means a potency from the dose series; inconclusive means inhibition mostly from about 25% at the one dose, without a potency; inactive means the rest, 99 in 100 with inhibition below about 19%;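 further: 0% = induced wells with vehicle and 100% = uninduced wells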
M. tuberculosis = growth inhibition of non-replicating M. tuberculosis (AID 488890); Mycobacterium tuberculosis non-replicating, growth inhibition; higher % means a stronger effect; inhibition, % at 25 µM; hits with a dose series show IC50 in µM; actives 0.39% (n = 320,000); in the data active means a potency from the dose series; inconclusive means inhibition mostly from about 82% at the one dose, without a potency; inactive means the rest, 99 in 100 with inhibition below about 76%;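 further: plate controls were DMSO cells for no effect and high antibiotic wells for full effect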
VEEV TC-83 Vero 10K pilot screen = second read-out of VEEV TC-83 Vero, no call of its own (marks repeat the call); inhibition, %; measured here: 10K pilot screen inhibition
* hit, by the source's call; i = inactive; ? = inconclusive; · = not tested or not shown.

Preview:
SMILES	H37Rv inhibition	influenza NS1A	VEEV TC-83 Vero	Salmonella PhoP GFP	M. tuberculosis	others
O=C(NCc1ccc2c(c1)OCO2)C1CCC(=O)N1C1CCCCC1 (centres undefined)	-2%	-5%	0.5%	12%	-3%
CCOC(=O)C1(Cc2cccc(F)c2)CCN(C(=O)c2cscn2)CC1	-4%	-8%	0.6%	4%	-6%

All compounds of this part, from the first entry:
SMILES	H37Rv inhibition	influenza NS1A	VEEV TC-83 Vero	Salmonella PhoP GFP	M. tuberculosis	others
O=C(NCc1ccc2c(c1)OCO2)C1CCC(=O)N1C1CCCCC1 (centres undefined)	-2%	-5%	0.5%	12%	-3%
CCOC(=O)C1(Cc2cccc(F)c2)CCN(C(=O)c2cscn2)CC1	-4%	-8%	0.6%	4%	-6%
Cc1ccc(C)c(NC(=O)C2CCCN(S(=O)(=O)c3cccnc3)C2)c1 (centres undefined)	-1%	-8%	i	-10%	-5%
Cc1ccc(C(=O)NNS(=O)(=O)c2ccccc2[N+](=O)[O-])cc1	4%	-11%	0.3%	6%	10%
Fc1cccc(F)c1CN1CCN(Cc2c(F)cccc2F)CC1	-5%	7%	1.5%	8%	1%
COc1cc(/C=C(\C#N)c2nc3ccccc3o2)ccc1O	-3%	-8%	7.4%	-3%	11%
CC(C)OCCCNc1ncnc2c1nc1n2CCCC1	7%	-6%	1.6%	4%	-4%
CCOCc1cn(CC(=O)c2ccc(Cl)cc2)c(C)nc1=N	0%	1%	0.2%	9%	-5%
COc1ccccc1C(=O)Nc1ccc(NC(=O)c2ccco2)cn1	-13%	2%	3.9%	8%	23%
NC(=O)CC(NC(=O)Cc1ccc(Br)cc1)c1ccc(NCc2ccc(F)c(F)c2)c([N+](=O)[O-])c1 (centres undefined)	6%	-1%	0.6%	-3%	11%
CN(Cc1ccccc1)S(=O)(=O)c1ccc2c(c1)CCC(=O)N2	8%	9%	0.6%	0%	-20%
CCOc1ccc(C(=O)Nc2ccc(NC(=O)c3ccco3)c(Cl)c2)cc1Cl	2%	-21%	i	-24%	-4%
CCOC(=O)N1CCN(CC(O)c2c[nH]c3ccc(OC)cc23)CC1 (centres undefined)	6%	4%	0.7%	8%	11%
O=C(Nc1ccccc1N1CCCCC1)C1CCN(S(=O)(=O)c2ccccc2C(F)(F)F)CC1	4%	1%	6.3%	9%	9%
Cc1nn(-c2ccccc2)c(N2CCCC2)c1/C=N/NC(=O)C1CC1	-8%	7%	2.3%	-11%	5%
Cc1ccc(-c2nnn(CC(=O)N(C)C3CCCCC3)n2)o1	0%	-9%	i	2%	10%
Cc1sc2ncnc(N3CCC(C(=O)NNC(=O)c4ccccc4Cl)CC3)c2c1C	-9%	-9%	6.9%	-7%	0%
COc1ccc(/C=N/NC(=O)C2(O)c3ccccc3-c3ccccc32)cc1	9%	22%	0.1%	5%	4%
Cc1nc2cc(NC(=O)NCCCO)ccc2o1	-10%	-3%	0.8%	-2%	-15%
Cc1ccc(S(=O)(=O)N2CCN(C(=O)CN3CCCCC3)C2)cc1	-5%	-15%	i	-6%	3%
CCOC(=O)c1ccc(N2C(=O)CC(N3CC(C)OC(C)C3)C2=O)cc1 (centres undefined)	-4%	-20%	i	-2%	9%
O=Cc1cn(-c2ccc(F)cc2)c2ccccc12	7%	-6%	0.2%	-6%	10%
Cc1cccc(C)c1OCC(=O)N1CCc2ccccc2C1	4%	-7%	0.3%	-1%	30%
O=C1C2C3C=CC(C3)C2C(=O)N1CCCO (centres undefined)	-7%	-11%	0.9%	9%	-22%
CN1CCN(NC(=O)c2ccc(S(=O)(=O)N3CCCCCC3)cc2)CC1	-3%	-6%	i	1%	-19%
Further compounds
SMILES	H37Rv inhibition	influenza NS1A	VEEV TC-83 Vero	Salmonella PhoP GFP	M. tuberculosis	others
CCCCN=C(Nc1ccc(Cl)cc1)c1cccnc1	-11%	-7%	i	-1%	-2%
Cc1cccn2cc(-c3ccc(NC(=O)Cc4ccccc4)cc3)nc12	-6%	5%	0.2%	6%	-25%	VEEV TC-83 Vero 10K pilot screen=0.7
Cc1noc(C)c1CSc1nnc(-c2ccccc2)n1N	6%	-19%	1.7%	-14%	8%
Cc1cc(C)cc(OCC(=O)OCC(=O)N(CC(C)C)c2c(N)n(Cc3ccccc3)c(=O)[nH]c2=O)c1	-6%	-5%	0.2%	9%	8%
COC(=O)CNC(=O)c1ccc(OC2CCN(C(=O)C3CC3)CC2)cc1	-1%	2%	0.7%	11%	-2%
Oc1c(Br)cc(/C=N/Nc2ccc(Cl)nn2)cc1Br	9%	-19%	3.3%	-2%	39%
N#CCSc1nc2c(c(=O)n1Cc1ccco1)C1(CCCC1)Cc1ccccc1-2	-3%	3%	4.1%	2%	7%
COc1ccc(C2C(C#N)=C(N)Nc3onc(C(C)(C)C)c32)c(OC)c1 (centres undefined)	5%	>100µM*	i	-5%	-2%
Cc1cc(C)nc(Nc2ccc(Br)cc2C(=O)O)n1	7%	-18%	0.8%	-16%	28%
O=C(CCC(=O)Nc1ccccc1Cl)NNC(=S)Nc1ccccc1C(F)(F)F	-4%	-11%	6.2%	-14%	-3%
CSc1ccc(/C=C(/NC(=O)c2ccccc2)C(=O)NCCCn2ccnc2)cc1	0%	-24%	0.2%	6%	-11%
O=S(=O)(c1ccc(Cl)cc1)N1CCC2(CC1)OCCN2S(=O)(=O)c1cccs1	·	-11%	3.3%	·	·
COc1cccc(NC(=O)c2ccccc2NS(C)(=O)=O)c1	4%	-1%	1.5%	-11%	7%
O=C(CCn1nc(-c2ccccc2)c2ccccc2c1=O)N1CCN(c2ccccc2)CC1	-3%	11%	5.8%	6%	37%	VEEV TC-83 Vero 10K pilot screen=5.6
O=C(NC1CCCCC1)C(c1cccnc1)N(CCc1ccccc1)C(=O)Cc1cccs1 (centres undefined)	6%	3%	0.3%	-4%	-3%
O=C(CSCc1cccc(Cl)c1)N1CCN(Cc2ccc3c(c2)OCO3)CC1	6%	7%	i	-7%	20%	VEEV TC-83 Vero 10K pilot screen=1.0
COc1cc(-c2[nH]nc3c2C(c2ccco2)C(C#N)=C(N)O3)cc(OC)c1OC (centres undefined)	-1%	5%	0.9%	-2%	17%
Cc1ccc(NC(=O)c2ccc(C)c(S(=O)(=O)N3CCOCC3)c2)nc1	0%	-19%	1.9%	2%	21%
Cc1csc(NC(=O)CSc2ccccc2F)n1	2%	-7%	1.4%	-12%	76%
O=S(=O)(NCc1cccnc1)c1ccc(Br)c2ccccc12	1%	-9%	6.8%	3%	9%
CCCCN(C(=O)Cn1nnc2ccccc21)C(C(=O)NCCOC)c1ccc(OC)cc1 (centres undefined)	-5%	6%	i	4%	-4%
N#Cc1cccnc1N1CCN(C(=O)c2cccc3c2C(=O)c2ccc(-c4ccc(F)cc4OCc4ccccc4)cc2S3(=O)=O)CC1	1%	1%	0.6%	·	26%	VEEV TC-83 Vero 10K pilot screen=2.3
O=C(C1CCN(S(=O)(=O)c2c(Cl)cccc2Cl)CC1)N1CCCCCCC1	-4%	1%	7.2%	4%	13%
Cc1cc(NC(=NC2CC2)c2ccccc2F)n(-c2ccccc2)n1	-15%	2%	0.9%	-6%	2%
COc1ccc(-n2c(C)cc(/C=C3\SC(=S)N(Cc4ccco4)C3=O)c2C)cc1	-4%	-3%	2.4%	-1%	12%
(next part)
SMILES	H37Rv inhibition	influenza NS1A	VEEV TC-83 Vero	Salmonella PhoP GFP	M. tuberculosis	others
Cn1nc([N+](=O)[O-])nc1Sc1nnc(-c2ccccc2)o1	?	-7%	13%	2%	·
Cc1ccc(Cn2nnc3c(=O)[nH]c(C4CCCN(S(=O)(=O)c5ccc(F)cc5)C4)nc32)cc1 (centres undefined)	-6%	-20%	4.5%	2%	-5%
COc1cc(CN(C)CC2CCCN(CCc3ccccc3F)C2)cc(Cl)c1OC (centres undefined)	14%	3%	i	12%	65%
CC1CC(C)CN(C(=O)Cn2c(=O)n(CCCCC(=O)NCc3ccco3)c(=O)c3ccccc32)C1 (centres undefined)	3%	5%	2.5%	-9%	20%
O=C(Nc1ccc(/C=C/c2nc3ccccc3o2)cc1)c1cccc(C(F)(F)F)c1	6%	7%	i	10%	0%
CC(=O)O[C@H]1C[C@@]2(C)[C@@H](C[C@@H](O)[C@H]3[C@@]4(C)CC[C@@H](O)[C@@H](C)C4CC[C@@]32C)/C1=C(\CCC=C(C)C)C(=O)O (some centres undefined)	?	-2%	1.3%	0%	?
O=C(c1cnn2c(C(F)(F)F)cc(-c3ccccc3)nc12)N1CCCCC1c1cccnc1 (centres undefined)	62%	-3%	6.4%	-3%	23%
COc1cc(NC(=O)c2c(F)c(F)c(F)c(F)c2F)c(OC)cc1Cl	?	-2%	i	11%	61%	VEEV TC-83 Vero 10K pilot screen=6.2
CN(C)c1ccc(-c2nnc(SCC3CCCO3)n2C)cc1 (centres undefined)	-2%	-1%	2.1%	6%	9%
CC1CC(C)CN(C(=O)COC(=O)c2cc3ccccc3cc2O)C1 (centres undefined)	?	-1%	7.2%	-7%	?
COC(=O)[C@H](CC(C)C)NC(=O)c1cc2c(cn1)[nH]c1ccccc12	8.6µM*	5%	2.2%	-4%	79%
CCOc1ccc(NC(=O)CN(C)C(=O)c2cccnc2Sc2ccc(Cl)cc2)cc1OCC	12%	-3%	7.5%	4%	33%
CC(C)Oc1cccc(C(=O)C2CCCN(Cc3ccc(Oc4ncccn4)cc3)C2)c1 (centres undefined)	6%	-4%	3.2%	4%	24%
CN(C)c1ccc(C=C2C=Cc3ccccc32)cc1	·	11%	1.0%	·	·
OCC1(Cc2ccccc2)CCCN(Cc2cn[nH]c2-c2ccccc2)C1 (centres undefined)	-2%	0%	1.9%	-3%	5%
CC(C)CCOP(=O)(c1ccc(N(C)C)cc1)C(Nc1ccccc1)c1ccc(N(C)C)cc1 (centres undefined)	0%	18%	0.2%	-13%	19%
CCOC(=O)N1CCC(=NNC(=O)Cn2ccc(C(F)(F)F)n2)CC1	-3%	-11%	0.2%	-2%	-31%
CC(C)c1ccc(NC2CCCN(C(=O)CN3CCCC3=O)C2)cc1 (centres undefined)	-1%	-1%	0.3%	-1%	3%
c1coc(CN2CN=C(Nc3nc4ccccc4s3)NC2)c1	7%	0%	5.0%	1%	-4%	VEEV TC-83 Vero 10K pilot screen=2.4
COc1ccccc1CNC(=O)COC(=O)c1ccc2c(=O)n3c(nc2c1)CCCCC3	41%	4%	i	·	32%
Cc1c(C(=O)OCC(=O)N(C)c2ccccc2)cccc1[N+](=O)[O-]	7%	5%	1.3%	4%	16%
COC(=O)C1=C(Nc2ccc(C)cc2)C=C(C)C(C(=O)OC)C1c1cccc(OC)c1 (centres undefined)	-13%	-4%	i	-4%	6%
CC1CC(C)CN(C(=O)C2CCN(S(=O)(=O)c3cccs3)CC2)C1 (centres undefined)	0%	1%	0.8%	-3%	5%
CCOc1ccc2nc(NC(=O)c3cccnc3)sc2c1	-6%	-5%	0.3%	-4%	9%
O=C1C2C3C=CC(C3)C2C(=O)N1CNc1ccccc1 (centres undefined)	-7%	-3%	0.1%	10%	-5%
Further structures.
SMILES	H37Rv inhibition	influenza NS1A	VEEV TC-83 Vero	Salmonella PhoP GFP	M. tuberculosis	others
O=C(Cn1c(C(F)(F)F)nc2ccccc21)c1ccccc1	9%	3%	0.7%	-5%	18%
CCC(=O)N(C)CCc1cc2c(c(OC)c1/C=N/NC(=O)[C@H]1C[C@@H]1c1ccccc1)OCO2	-5%	-6%	4.3%	8%	15%
N/C(=N\OC(=O)CCCOc1ccc(Cl)cc1Cl)c1ccccn1	5%	-3%	i	-3%	31%
CN1CC(=O)N2C(c3ccc(Cl)cc3)c3[nH]c4ccccc4c3C[C@H]2C1=O (some centres undefined)	3%	-1%	i	-3%	-3%
COc1ccc(-c2oc(/N=C/N3CCOCC3)c(C#N)c2-c2ccc(OC)cc2)cc1	-2%	-5%	3.9%	4%	13%
Oc1ccc(-c2nc3ccccn3c2NCc2ccc3c(c2)OCO3)cc1	2%	5%	5.8%	3%	37%
Cc1ccc(NC(=O)CC2=NC(=O)C(CC(=O)Nc3ccccc3F)S2)cc1 (centres undefined)	-4%	-13%	0.4%	-4%	3%

Reprinted at random: 3 compounds from above.
SMILES	H37Rv inhibition	influenza NS1A	VEEV TC-83 Vero	Salmonella PhoP GFP	M. tuberculosis	others
Cc1ccc(NC(=O)CC2=NC(=O)C(CC(=O)Nc3ccccc3F)S2)cc1 (centres undefined)	-4%	-13%	0.4%	-4%	3%
COc1ccc(-c2oc(/N=C/N3CCOCC3)c(C#N)c2-c2ccc(OC)cc2)cc1	-2%	-5%	3.9%	4%	13%
Oc1ccc(-c2nc3ccccn3c2NCc2ccc3c(c2)OCO3)cc1	2%	5%	5.8%	3%	37%
